CaV13 ICDI inh – Primary screen for inhibitors of IQ motif and Ca2+-dependent inactivation inhibitor domain binding in CACNA1D, Förster resonance energy transfer in living cells, …. HEK cells, CFP/YFP FRET ICDI-IQ, plate reader, 10 min; percent FRET-ratio fall versus neutral wells. inhibition, % at 12.3 µM. actives 0.098% (n = 340,000);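 active means mean replicate inhibition of at least 30% and at least 1% of replicates passing that level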;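 further: 0% = median of the neutral control wells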
* marks the source's active call; other numbers are inactive results.

Preview (5 entries):
CaV13 ICDI inh | canonical_smiles
-4 | COC(=O)Cc1nnn2c1[C@H](C)[C@H](c1ccccc1Br)OC[C@@H]2c1ccccc1
-7 | O=C(NCC1CCN(C(=O)C(=O)c2cccs2)CC1)c1cccnc1
-8 | COC(=O)[C@]12C[C@H](CC(=O)N3CCN(C(=O)c4ccco4)CC3)C(=O)N(CCC3=CCCCC3)C1=C[C@H](COCc1ccccc1)O[C@@H]2C
-9 | CCOC(=O)N1CCN(C(=O)C[C@H]2C[C@@]3(C(=O)OC)C(=C[C@H](COCc4ccccc4)O[C@@H]3C)N(Cc3ccc4c(c3)OCO4)C2=O)CC1
0 | COc1ccc(NC(=O)COC(=O)c2c(F)cccc2Cl)cc1OC

The listing, from the start:
CaV13 ICDI inh | canonical_smiles
-4 | COC(=O)Cc1nnn2c1[C@H](C)[C@H](c1ccccc1Br)OC[C@@H]2c1ccccc1
-7 | O=C(NCC1CCN(C(=O)C(=O)c2cccs2)CC1)c1cccnc1
-8 | COC(=O)[C@]12C[C@H](CC(=O)N3CCN(C(=O)c4ccco4)CC3)C(=O)N(CCC3=CCCCC3)C1=C[C@H](COCc1ccccc1)O[C@@H]2C
-9 | CCOC(=O)N1CCN(C(=O)C[C@H]2C[C@@]3(C(=O)OC)C(=C[C@H](COCc4ccccc4)O[C@@H]3C)N(Cc3ccc4c(c3)OCO4)C2=O)CC1
0 | COc1ccc(NC(=O)COC(=O)c2c(F)cccc2Cl)cc1OC
-5 | O=C(NCc1ccccc1)[C@@H]1CCCN1C(=O)[C@H]1CCCN1C(=O)c1ccccc1C(F)(F)F
-5 | COc1ccc(/C=N/NC(=S)Nc2ccccc2)cc1COc1ccccc1F
-5 | C#CCN(Cc1ccco1)C(=O)c1nnc2c3ccccc3n(S(=O)(=O)c3ccccc3)c2n1
-8 | CC(c1ccco1)N(C(=O)c1ccc(Cl)s1)c1ccccn1 (stereo not given)
-5 | CCOC1=C2CN(S(=O)(=O)c3ccccc3)[C@@H](c3ccccc3)C[C@H]2[C@H]2C(=O)N(c3ccccc3)C(=O)[C@H]2C1
-5 | NC(=O)c1ncn([C@@H]2O[C@H](C(=O)O)[C@@H](O)[C@H]2O)n1
-6 | COc1ccc(-c2cccc3[nH]c4c(c23)CCN2C(=O)[C@H]3[C@H](C)ON(C)[C@H]3C[C@@H]42)cc1
-12 | Cc1ccsc1/C=N/NC(=O)C1C(=O)NCC1c1ccccc1 (stereo not given)
-7 | CNC(=S)NNC(=O)c1cccn(Cc2ccc(Cl)cc2Cl)c1=O
-4 | Cc1c(C2C(C#N)=C(N)N(c3cccc([N+](=O)[O-])c3)C3=C2C(=O)CCC3)cnn1C (stereo not given)
-9 | CC(C)CNc1ccc2c(c1)OC[C@H](CC(C)C)NS2(=O)=O
-7 | CCNC(=O)N1CCN(c2ccc(N3CCN(Cc4ccccc4)[C@H](C)C3)c(C)c2)[C@H](C)C1
-5 | CC(C)c1ccc(-c2c(C#N)c(N)nc(SCC(=O)N3CCCCCC3)c2C#N)cc1
-17 | O=C(Nc1ccc(NC(=O)c2ccncc2)cc1)c1ccncc1
-7 | COC(=O)C1=C(C)N(Cc2cccc(C(F)(F)F)c2)C(=NCc2ccccc2C(F)(F)F)NC1c1cccc(C(F)(F)F)c1 (stereo not given)
-2 | CCOC(=O)C1=CCN(S(=O)(=O)c2ccc(Cl)cc2)C1c1cccc(Cl)c1 (stereo not given)
-7 | Cc1cc2c(c(=O)o1)[C@@]1(C(=O)N(C)c3ccccc31)C1=C(CCC1=O)O2
-10 | C=CC[C@]12C[C@@]3(O[C@H](C4CCCCC4)N=C3C[C@H](c3ccc(OC)cc3)[C@H]1C)N(Cc1ccncc1)C2=O
-10 | CC(C)Cn1c(N)c(C(=O)COC(=O)c2cc(C(F)(F)F)nc3ccccc23)c(=O)n(C)c1=O
-6 | CC(C)(C)S(=O)(=O)N1Cc2cc(CO)ccc2[C@H]1CCO
-12 | O=C(CSC1CCc2ccccc21)NNC(=O)Nc1ccc(Cl)cc1 (stereo not given)
-5 | O=[N+]([O-])c1ccc(Sc2nnnn2-c2ccccc2)nc1
-13 | Nc1ccc2ccc(NS(=O)(=O)N3CCCCC3)cc2c1
-11 | CCc1cc2c(nc1CC)CCCN2S(=O)(=O)c1cccs1
-4 | COc1ccc(N2CCC(CNC(=S)Nc3cccc(OC)c3)C2)cc1 (stereo not given)
-7 | CC(C)(C)S(=O)(=O)N1C[C@H]2C(=C(CCO)C[C@H]3C(=O)N(c4ccccc4)C(=O)[C@H]32)[C@@H]1CCO
-5 | COc1cc(F)ccc1Oc1cccc2c1S(=O)(=O)N([C@H](C)c1ccccc1)C[C@@H](COCc1ccccc1)O2
-4 | COc1ccccc1CCn1cnc(-c2cccc(F)c2)c1C(C)C
-7 | COCCCNC(=O)C[C@H]1C[C@@]2(C(=O)OC)C(=C[C@H](C(C)(C)C)O[C@@H]2C)N(CCC2=CCCCC2)C1=O
-6 | CN(Cc1ccccc1)C(=O)c1cccc(NC(=O)Cc2cccc(NC(=O)C3CCN(C(=O)CCc4ccccc4)CC3)c2)c1
-4 | COc1ccc(OC)c(CN(CC(F)(F)F)S(=O)(=O)c2ccccc2Br)c1
-4 | COC(=O)Cc1c(C)c2ccc(OCC(=O)c3ccc(OC)c(OC)c3)cc2oc1=O
18 | Cc1ccc(-c2nnc(SCC(=O)NNC(=O)COc3cccc4ccccc34)n2C)cc1
-8 | Cc1nc2c(C(=O)N3CCOCC3)cnn2c(C)c1Cc1cccc(Cl)c1
-6 | COC(=O)[C@]12C[C@H](CC(=O)NCC3CCCCC3)C(=O)N(CCc3ccc(OC)c(OC)c3)C1=C[C@H](C(C)(C)C)O[C@@H]2C
-11 | Nc1ncnc(N)c1NC(=O)c1ccccc1
-4 | C[C@@H]1CN([C@@H](C)CO)C(=O)c2cc(NC(=O)Nc3ccc4c(c3)OCO4)ccc2O[C@@H](C)CCCCO[C@@H]1CN(C)CC1CCCCC1
-4 | O=c1[nH][nH]c2c([N+](=O)[O-])ccc(F)c12
-5 | CC(C)N(C[C@@H]1CSCCS(=O)(=O)N1)C1CCCCC1
-194 | CC[n+]1c(/C=C/c2c[nH]c3ccccc23)ccc2cc(C)ccc21
-4 | CCOC(=O)c1c(C)oc2c1c(C(c1ccncc1)N1CCOCC1)c(O)c1ccccc12 (stereo not given)
-10 | CC1(C)OC(=O)C2=C(CC(CCc3ccccc3)OC2c2cccc(C(F)(F)F)c2)O1 (stereo not given)
-4 | CCN(CC)C(=O)[C@H]1C[C@@H]2[C@H](C[C@@H](c3ccccc3)[C@H]1C)N(c1ccc(F)cc1)C(=O)N2CCCOc1ccccc1
-5 | C=CCCC[C@H]1OC(=O)[C@H](C)NC(=O)[C@H](C(C)C)NC(=O)[C@@H]2CCCN2C(=O)[C@H](Cc2ccccc2)OC(=O)[C@@H](C(C)C)N(C)C(=O)[C@H](C(C)C)NC(=O)C1(C)C
0 | CCN1C(=O)/C(=C\c2ccc(-c3cccc(C(=O)OC)c3)o2)SC1=Nc1ccc(C(=O)O)cc1

The list continues:
CaV13 ICDI inh | canonical_smiles
-9 | CCCCc1c(-c2ccccc2OC)ncn1Cc1ccc(C)cc1
-8 | COC(=O)C1=C(C)N(Cc2ccccc2C(F)(F)F)C(=NCc2ccccc2)NC1c1ccc(F)cc1 (stereo not given)
-12 | COC(=O)C1=C(C)N(Cc2ccc(C(F)(F)F)cc2)C(=NCc2ccc3c(c2)OCO3)NC1c1cccc(Cl)c1 (stereo not given)
-4 | Cc1cc2c(c(=O)o1)[C@@]1(C(=O)N(C)c3ccc([N+](=O)[O-])cc31)C1=C(CCCC1=O)O2
-6 | O=C([O-])c1cc(-c2ccccc2)cc(-c2ccccc2)[n+]1Cc1ccccc1
-3 | O=C(NS(=O)(=O)c1cccc(F)c1)[C@H]1O[C@@H](n2ccc(=O)[nH]c2=O)[C@H](O)[C@@H]1O
-5 | COC(=O)c1cc2c(c3c4ccccc4n(S(=O)(=O)c4cccc(C)c4)c13)C(=O)N(Cc1ccccc1OC)C2
-11 | O=C1C(=Cc2cccs2)CCc2ccccc21
-8 | C#CCN1CC(COCCCC)Oc2cccc(Oc3ccc(C(C)(C)C)c(C)c3)c2S1(=O)=O (stereo not given)
-13 | COc1ccc(C=CC(=O)c2c(N)n(C)c(=O)n(C)c2=O)cc1
-4 | C[C@H]1Cn2cnc(C(=O)N(C)Cc3ccccc3)c2C(=O)N1
-3 | COc1ccc(OC)c(CC(NC(C)=O)C(=O)NC2CCN(c3nnnn3-c3ccccc3)CC2)c1 (stereo not given)
-6 | COc1c(Br)cc2c(C)c(C(=O)N3CCOCC3)oc2c1Br
-2 | O=C(CCc1c[nH]c2ccccc12)Nc1ccc(Nc2ccccc2)cc1
-8 | COC(=O)[C@]12C[C@H](CC(=O)NCCCCc3ccccc3)C(=O)N(Cc3ccccc3)C1=C[C@H](C(C)(C)C)O[C@@H]2C
-4 | COc1ccc(Nc2nnc(-c3ccc4c(c3)OCO4)o2)cc1
-5 | CC(C)(C)S(=O)(=O)N1Cc2cc(CO)ccc2[C@@H]1CCO
-5 | COCCN(Cc1ccc(C)cc1)C(=O)[C@H]1O[C@@H](n2cnc(C(N)=O)n2)[C@H](O)[C@@H]1O
-4 | COc1ccc(C2CC(=O)C(c3ccc(Cl)cc3)=CN2Cc2ccccc2)cc1 (stereo not given)
-5 | COC(=O)C1=C(C)N(C)C(=NCc2cccc(C(F)(F)F)c2)NC1c1ccccc1 (stereo not given)

Some of these compounds in order of the CaV13 ICDI inh value, highest first.
CaV13 ICDI inh | canonical_smiles
-3 | COc1ccc(OC)c(CC(NC(C)=O)C(=O)NC2CCN(c3nnnn3-c3ccccc3)CC2)c1 (stereo not given)
-4 | COc1ccc(Nc2nnc(-c3ccc4c(c3)OCO4)o2)cc1
-5 | CC(C)(C)S(=O)(=O)N1Cc2cc(CO)ccc2[C@@H]1CCO
-8 | COC(=O)[C@]12C[C@H](CC(=O)NCCCCc3ccccc3)C(=O)N(Cc3ccccc3)C1=C[C@H](C(C)(C)C)O[C@@H]2C

Next section
CaV13 ICDI inh | canonical_smiles
-7 | CCCCCCCCN1C(=O)[C@@H](CC(=O)N2CCCC2)C[C@@]2(C(=O)OC)C1=C[C@H](C(C)(C)C)O[C@@H]2C
-10 | C#CCNC(=O)C[C@H]1C[C@@]2(C(=O)OC)C(=C[C@H](C(C)(C)C)O[C@@H]2C)N(Cc2ccccc2)C1=O
-10 | O=C(/C=C(\Nc1cccc(Cl)c1)c1ccccc1)c1ccccc1
-8 | COC(=O)c1ccccc1NC(=O)CC(NCc1ccccc1)C(=O)O (stereo not given)
-6 | O=C(NCc1ccccc1)[C@H]1CCCN1
-10 | CC1CCCC(C)N1C(=O)c1ccccc1 (stereo not given)
-9 | O=C(c1cccs1)n1nc(-c2ccco2)nc1SCc1ccccc1
-12 | CC(C)(C)C1=CC(CC(N)=O)(C(C)(C)C)OC1=O (stereo not given)
-11 | CCCCCCCCN1C(=O)[C@@H](CC(=O)NCCCCc2ccccc2)C[C@@]2(C(=O)OC)C1=C[C@H](C1CCCC1)O[C@@H]2C
-3 | Nc1nc(Nc2cccc3ccccc23)nc(C2CCCC2=O)n1 (stereo not given)
-4 | CC(C)C1=CC2C3C(=O)N(c4ccccc4)C(=O)C3C1C(=O)C2(C)O (stereo not given)
-2 | c1ccc2c(NCCCN3CCOCC3)c3ccccc3nc2c1
-4 | COc1ccc(N2C(=O)c3n[nH]c(C(C)C)c3C2c2ccccc2)cc1 (stereo not given)
-9 | COc1cc(-c2nnc(NC(=O)c3ccc(S(=O)(=O)N4CCOCC4)cc3)o2)cc(OC)c1OC
-11 | O=C(CNSc1ccc([N+](=O)[O-])cc1[N+](=O)[O-])OCc1ccccc1
-15 | COc1ccc(-c2ccnc3nc(/N=C/N(C)C)nn23)cc1
-3 | Nc1ncnc2c1ncn2[C@@H]1O[C@H](C(=O)N[C@@H](CCc2ccccc2)C(=O)N2CCN(C(=O)N3CCOCC3)CC2)[C@@H](O)[C@H]1O
-4 | CCCCn1c(=N)n(CC(=O)c2ccc(OC)cc2)c2ccccc21
-3 | CC1CCN(c2ccc(S(=O)(=O)Nc3cc(C(=O)O)cc(C(=O)O)c3)cc2[N+](=O)[O-])CC1
-3 | O=C(N[C@H](Cc1ccccc1)C(=O)N1CCN(CC(=O)N2CCCC2)CC1)[C@H]1O[C@@H](n2ccc(=O)[nH]c2=O)[C@H](O)[C@@H]1O
-8 | COC(=O)c1cc2c(c3c4cc(F)ccc4n(S(=O)(=O)c4ccc(C)cc4)c13)C(=O)N(Cc1ccc(C(F)(F)F)cc1)C2
-4 | Cc1ccccc1C(=O)N(C)[C@H]1C[C@H]2c3[nH]c4c(-c5ccc6c(c5)OCO6)cccc4c3CCN2C(=O)[C@H]1[C@H](C)O
-2 | CCOC(=O)C1=CCN(S(=O)(=O)c2ccccc2Cl)C1c1ccc(Cl)cc1 (stereo not given)
-3 | CN(C)C(=O)N1CCN(C(=O)[C@H]2O[C@@H](n3ccc(N)nc3=O)[C@H](O)[C@@H]2O)CC1
-4 | COC(=O)c1cc2c(c3c4cc(OC)ccc4n(S(=O)(=O)c4cccc(C)c4)c13)C(=O)N(Cc1ccc(N(C)C)cc1)C2
-9 | NC(=O)[C@H]1CC2(CC(c3cccc(NC(=O)[C@H]4CCC(=O)N4)c3)=NO2)CN1C(=O)CC(c1ccccc1)c1ccccc1 (stereo not given in full)
-5 | COCCNC(=S)N(C)[C@H]1C[C@H]2c3[nH]c4ccccc4c3CCN2C[C@H]1[C@H](C)O
-16 | CCc1ccc(NC(=O)CN2C(=O)C(=O)N(Cc3ccccc3)C2=O)cc1
-12 | COC(=O)C1=CC(=O)N2CCN=C2S1
-12 | Cc1ccc2c(c1)-n1c(nc3cc(F)ccc3c1=O)C(Cc1ccccc1)NC2=O (stereo not given)
-5 | C=CCN1C[C@H](COC(=O)c2cccc(C)c2)Oc2cccc(F)c2S1(=O)=O
-8 | CCNC(=O)N1CCN(c2ccc(N3CCN(C(=O)NCC)[C@@H](C)C3)c(C)c2)[C@@H](C)C1
-11 | COc1cc(OC)c(NC(=O)NNC(=O)C(=O)NC2CC2)cc1Cl

From PubChem BioAssay

Not all compounds are listed; count on the stated rates, not on these rows.
